Screening results from PubChem BioAssay.
CYP2C19 act – activators of human cytochrome P450 2C19; recombinant CYP2C19, luciferin-H EGE luminescence; stronger effect = higher value; 0 = fully inhibited enzyme, 1 = untreated enzyme; 96,000 tested, under 10 active; activation factor at 5 µM; P33261;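 active = activation factor of at least 2 at 5 µM in the primary screen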;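 note: 0 = wells with 2.5 mM tranylcypromine and 1 = vehicle-only wells; values of inactives mirror those of a sister screen read the other way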
Ecoli WT expand – E. coli BW25113 growth inhibition, expanded screen | OD600 absorbance | growth inhibition, % at 100 µM | 98,000 tested, 0.15% active;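 active = growth inhibition above about 50% at one test dose, limit read from the data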;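 note: growth measured after 20 h incubation at 37 °C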
CYP2C19 inh – blocks human cytochrome P450 2C19; CYP2C19 Supersomes, luciferin-H EGE luminescence, 30 min; inhibition, % at 5 µM; 96,000 tested, 21% active; AID 778;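 active = CYP2C19 inhibition above a set limit at 5 µM in the primary screen, cut at about 50% in these data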;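 note: plate controls were negative control wells for no effect and 2.5 mM tranylcypromine positive control for full effect; values of inactives mirror those of a sister screen read the other way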
CYP2C9 inhib – human CYP2C9 inhibition. P11712. CYP2C9 Supersomes, luciferin-H conversion, luminescence. inhibition, % at 5 µM. 96,000 tested, 20% active;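 active = blocking of liver enzyme CYP2C9 beyond about 50% at 5 µM, limit read from the data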; note: values of inactives mirror those of a sister screen read the other way
Pyk2 oligo antag – antagonists of human Pyk2 oligomerization; Q14289; Q293 cells, Pyk2 FERM NanoBiT luminescence; stronger effect = lower value; z-score (the deposit names both 25 µM and 10 µM); 99,000 tested, 0.83% active;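 active = Z-score of -3 or lower, scaled per plate to the spread of control and sample wells; inactive = z-score above -3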;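 note: negative z-score means lost luminescence so less FERM oligomerization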
Target sequence (Q14289 whole entry, looked up): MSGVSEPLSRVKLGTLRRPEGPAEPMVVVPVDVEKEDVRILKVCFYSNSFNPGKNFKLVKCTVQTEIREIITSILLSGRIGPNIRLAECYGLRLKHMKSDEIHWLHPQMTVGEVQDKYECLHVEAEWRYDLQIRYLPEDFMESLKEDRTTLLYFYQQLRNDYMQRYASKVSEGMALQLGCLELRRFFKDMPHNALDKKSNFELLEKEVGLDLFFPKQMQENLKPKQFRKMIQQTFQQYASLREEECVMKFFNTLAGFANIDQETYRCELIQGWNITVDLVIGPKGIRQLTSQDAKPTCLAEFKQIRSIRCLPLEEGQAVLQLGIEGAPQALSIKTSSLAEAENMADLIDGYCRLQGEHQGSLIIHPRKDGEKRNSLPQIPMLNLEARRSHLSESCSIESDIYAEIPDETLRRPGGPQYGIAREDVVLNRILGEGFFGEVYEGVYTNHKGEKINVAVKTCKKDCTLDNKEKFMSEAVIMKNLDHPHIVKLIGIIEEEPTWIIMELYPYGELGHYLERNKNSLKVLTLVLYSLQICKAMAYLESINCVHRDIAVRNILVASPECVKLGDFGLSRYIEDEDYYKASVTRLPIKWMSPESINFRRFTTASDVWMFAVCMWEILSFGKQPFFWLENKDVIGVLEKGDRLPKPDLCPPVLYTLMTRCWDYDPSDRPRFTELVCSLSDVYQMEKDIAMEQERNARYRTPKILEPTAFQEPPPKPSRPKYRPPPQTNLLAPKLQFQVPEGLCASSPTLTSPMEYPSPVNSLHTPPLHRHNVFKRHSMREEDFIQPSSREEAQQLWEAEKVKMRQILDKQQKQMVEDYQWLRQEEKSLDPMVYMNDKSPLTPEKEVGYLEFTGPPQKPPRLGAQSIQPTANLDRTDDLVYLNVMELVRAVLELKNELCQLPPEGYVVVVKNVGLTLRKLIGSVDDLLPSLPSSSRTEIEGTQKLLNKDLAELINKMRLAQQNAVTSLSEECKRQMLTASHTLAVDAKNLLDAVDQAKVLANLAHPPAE
CYP2C9 activ – increases human cytochrome P450 2C9 activity. P11712. 96,000 tested, 1.4% active. recombinant CYP2C9, luciferin-H conversion, luminescence; stronger effect = higher value; factor 1 = untreated enzyme, 0 = blocked. activation factor at 5 µM. AID 1024;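 active = activation factor of 2 or more for CYP2C9 at a 5 µM dose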;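 note: 0 = sulfaphenazole-blocked wells and 1 = vehicle-only wells; values of inactives mirror those of a sister screen read the other way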
PLAP activator – human PLAP activation. P05187. AID 696. 96,000 tested, 1.2% active. activation fold at 20 µM. purified PLAP enzyme, luminescent substrate read-out; stronger effect = higher value; in the data active = activation fold above about 2
EphB4 ephrin blk – antagonists of human EphB4-ephrin-B2 interaction; AID 720; inhibition, % at 7 µM; P54760; EphB4 LBD / TNYL-RAW-Alexa532 peptide, fluorescence polarization; 97,000 tested, 0.15% active;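 active = inhibition above the screen-wide mean inhibition plus 3 SD, cut at about 15% in these data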;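 note: 0% = DMSO wells and 100% = excess unlabeled TNYL-RAW peptide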
PostGolgi yeast – growth inhibition of a yeast mutant, post-Golgi transport screen; inhibition, % at 10 µM; 98,000 tested, 0.9% active; post-Golgi transport phenotypic cell assay; in the data active = inhibition above about 30%;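 note: yeast cells grown in 1536-well plates; yeast grown about 18 h at 30C before absorbance read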
The depositor's hits bear a star; . = not tested or not shown.

SMILES | CYP2C19 act | Ecoli WT expand | CYP2C19 inh | CYP2C9 inhib | Pyk2 oligo antag | CYP2C9 activ | PLAP activator | EphB4 ephrin blk | PostGolgi yeast
CCOc1ccc2c(c1)c(C(C)=O)c(C)n2-c1ccccc1 | 0 | -3 | 99* | 99* | -0.87 | 0 | 0.8 | 0 | -2
COC(=O)C1=C(C)NC(C)=C(C(=O)OC)C1c1ccccc1OCc1c(C)no[n+]1[O-] | 0.3 | 4 | 71* | 89* | -2.2 | 0.1 | 1.3 | 1 | -1
Cc1ccc2nc(NC(=O)CCNS(=O)(=O)c3ccc(Br)s3)sc2c1 | 0.5 | -13 | 50 | 44 | -0.53 | 0.6 | 1.1 | -4 | 4
O=C(CCc1ccccc1)Nc1ncn[nH]1 | 1.1 | 1 | -13 | -10 | -0.69 | 1.1 | 2.6* | -12 | -1
COC(=O)c1c(C(=O)OC)c2ccncn2c1Cl | 0.2 | -6 | 81* | 80* | 1.5 | 0.2 | 2.4* | 3 | 4
CC(N=Cc1cccc(O)c1O)c1ccccc1 (stereo not drawn) | 0.9 | 9 | 7 | 11 | 0.71 | 0.9 | 1.3 | . | 9
COc1ccc(OC)c(S(=O)(=O)Nc2ccccc2C(=O)O)c1 | 1.1 | 3 | -13 | 3 | -0.39 | 1 | 1.1 | -11 | -8
CC1CCCN(C(c2cccs2)c2nnnn2Cc2ccccc2)C1 (stereo not drawn) | 0.1 | 0 | 86* | 27 | -1.5 | 0.7 | 1 | 4 | -2
CCCCN(C)C(=O)Cn1cnc2sc(C)cc2c1=O | 1.1 | 3 | -10 | -5 | 0.91 | 1.1 | 1.1 | 4 | 2
CC1(C)C(c2ccccn2)=[N+]([O-])C(C)(C)N1O | 0.9 | 3 | 14 | 11 | -0.08 | 0.9 | 0.8 | 0 | -4
Nc1c(NCc2ccccc2)c(=O)[nH]c(=O)n1Cc1ccccc1 | 0.8 | 1 | 20 | 8 | -0.54 | 0.9 | 0.9 | 3 | -2
Cc1ccccc1Cn1nc(C)c(NC(=O)c2noc3c2CCc2ccccc2-3)c1C | 0.4 | -17 | 58* | 79* | . | 0.2 | 1.4 | -1 | 25
CC1(C)OC(=O)C(=CNc2ccccc2)C(=O)O1 | 0.9 | . | 8 | 6 | 0.66 | 0.9 | 1 | -4 | .
Cc1ccc[n+](C(C)C(=O)Nc2ccc(C)c([N+](=O)[O-])c2)c1 (stereo not drawn) | 1.1 | -13 | -15 | -20 | 0.91 | 1.2 | 0.8 | -5 | 8
CCOC(=O)C(NC(=O)c1ccc(OC)cc1)(N1CCOCC1)C(F)(F)F (stereo not drawn) | 0.7 | 5 | 35 | 63* | -0.24 | 0.4 | 0.8 | 2 | -8
COc1ccc(Cl)cc1NC(=O)CCN1CCN(C)CC1 | 1.1 | 5 | -6 | -6 | -0.11 | 1.1 | 0.8 | -10 | 11
COc1cccc(/C=N/Nc2snc(SC)c2C#N)c1 | 0.7 | -12 | 30 | 66* | 0.23 | 0.3 | 0.9 | -1 | 0
CC(C)(C)C(=O)Oc1cc(N)n(S(=O)(=O)c2ccccc2)n1 | 0.9 | -2 | 15 | 32 | 0.31 | 0.7 | 1.3 | . | -3
CCCCOc1ccc(C(=O)N2CCCC2)cc1 | 0.9 | 7 | 14 | -14 | 0.54 | 1.1 | 1 | 3 | 8
O=C(CN1C(=O)C2CC=C(Cl)CC2C1=O)N1CCOCC1 (stereo not drawn) | . | -2 | . | . | -0.85 | . | . | -1 | 7
Cc1cccc(NC(=O)C(C)N2C(=O)C3C4CC(C(Br)C4Br)C3C2=O)c1 (stereo not drawn) | 0.7 | 7 | 35 | 52* | -0.06 | 0.5 | 1.2 | -1 | 11
O=C1CC(Nc2ccccc2)C(=O)N1CCc1ccccc1 (stereo not drawn) | 0.2 | 1 | 79* | 8 | 0 | 0.9 | 0.8 | -3 | -9
COc1ccc(C(=O)Cn2nnc(-c3ccccc3NC(=O)C3CC3)n2)cc1 | 1 | -8 | -4 | 4 | 0.63 | 1 | 0.9 | -2 | -2
Cc1ccc(S(=O)(=O)NCCC(=O)NCc2ccccc2)cc1 | 0.8 | 9 | 16 | -36 | 1.7 | 1.4 | 1.1 | 0 | 2
O=C(NCc1ccccc1)C1(c2ccccc2)CCN(S(=O)(=O)c2ccccc2)CC1 | 0.6 | -2 | 40 | 38 | -1.4 | 0.6 | 0.9 | -3 | -6

Pulled one by one from above:
SMILES | CYP2C19 act | Ecoli WT expand | CYP2C19 inh | CYP2C9 inhib | Pyk2 oligo antag | CYP2C9 activ | PLAP activator | EphB4 ephrin blk | PostGolgi yeast
O=C(CN1C(=O)C2CC=C(Cl)CC2C1=O)N1CCOCC1 (stereo not drawn) | . | -2 | . | . | -0.85 | . | . | -1 | 7
Cc1cccc(NC(=O)C(C)N2C(=O)C3C4CC(C(Br)C4Br)C3C2=O)c1 (stereo not drawn) | 0.7 | 7 | 35 | 52* | -0.06 | 0.5 | 1.2 | -1 | 11
Cc1ccc[n+](C(C)C(=O)Nc2ccc(C)c([N+](=O)[O-])c2)c1 (stereo not drawn) | 1.1 | -13 | -15 | -20 | 0.91 | 1.2 | 0.8 | -5 | 8
CC(N=Cc1cccc(O)c1O)c1ccccc1 (stereo not drawn) | 0.9 | 9 | 7 | 11 | 0.71 | 0.9 | 1.3 | . | 9
CC(C)(C)C(=O)Oc1cc(N)n(S(=O)(=O)c2ccccc2)n1 | 0.9 | -2 | 15 | 32 | 0.31 | 0.7 | 1.3 | . | -3

New compounds follow
SMILES | CYP2C19 act | Ecoli WT expand | CYP2C19 inh | CYP2C9 inhib | Pyk2 oligo antag | CYP2C9 activ | PLAP activator | EphB4 ephrin blk | PostGolgi yeast
O=C(CSc1nc2ccccc2c(=O)[nH]1)N1CCN(S(=O)(=O)c2ccccc2)CC1 | 0.8 | -8 | 16 | 22 | 1 | 0.8 | 1.1 | -9 | -5
CN(C)S(=O)(=O)c1ccc(C(=O)NCCOc2ccc(F)cc2)cc1 | 0.9 | 4 | 10 | 4 | 1.4 | 1 | 0.7 | -1 | 2
CC(=O)C1=C(O)C(=O)N(CCCO)C1c1ccccc1 (stereo not drawn) | 1 | -6 | -3 | -43 | 0.79 | 1.4 | 0.8 | -3 | -7
CCc1nn2c(=O)cc(N3CCN(c4cc(C)nc5ccccc45)CC3)nc2s1 | 1 | -2 | -4 | -7 | . | 1.1 | 1.2 | 4 | 4
CN(CC(=O)N1CCN(c2ccccn2)CC1)S(=O)(=O)c1ccc(Br)cc1 | 0.4 | 4 | 63* | -42 | -0.17 | 1.4 | 0.8 | 5 | -7
O=C(Nc1cccnc1)c1ccccc1O | 0.7 | 7 | 27 | 41 | 2.4 | 0.6 | 1.1 | -2 | 1
Clc1ccc2nc(-c3ccc(Br)s3)cn2c1 | 0.5 | -17 | 47 | 29 | 1.9 | 0.7 | 0.9 | -8 | -4
Cc1[nH]nc2c1C(c1cccc(O)c1)C1=C(CC(C)(C)CC1=O)N2 (stereo not drawn) | 1 | 3 | -1 | 32 | -0.67 | 0.7 | 1.5 | -1 | 14
Nc1cc2c(cc1C(=O)c1ccccc1)OCCO2 | 0.5 | 7 | 51* | 29 | -0.43 | 0.7 | 0.9 | -3 | -3
O=[N+]([O-])c1ccc2c(c1)C(N1CCOCC1)/C(=C/COc1ccc3ccccc3c1Br)O2 (stereo not drawn) | 0.5 | -11 | 52* | 48 | 0.4 | 0.5 | 1.2 | -8 | -1
CSc1cc(-c2ccc(Cl)cc2)c(C(=O)N2CCCC2)s1 | 0.9 | 2 | 10 | 16 | -1 | 0.8 | 1.3 | 6 | -6
CCOC(=O)c1c(C)n(OC)c2ccc3c(no[n+]3[O-])c12 | 0.5 | -7 | 46 | 43 | 0.93 | 0.6 | 0.8 | 6 | 0
Cc1nnc(SCc2nnc(-c3ccccc3Br)o2)n1-c1ccccc1 | 0.2 | 2 | 82* | -96 | 0.81 | 2* | 1.5 | 2 | -2
CCCCN(C)Cc1c(C)[nH]c2ccc(C)cc2c1=O | 1.1 | 0 | -5 | 3 | 0.65 | 1 | 0.7 | -1 | 10
COc1ccc(C(=O)NCc2n[nH]c(=S)n2-c2ccccc2)cc1OC | 0.8 | -1 | 21 | 12 | 0.55 | 0.9 | 1.1 | 0 | -1
Cc1nn(-c2ccccn2)c(C)c1Oc1ccccc1O | 0.6 | 2 | 38 | 28 | -0.09 | 0.7 | 0.9 | 1 | 34*
O=C(O)c1[nH]c2ccccc2c1NS(=O)(=O)Cc1ccccc1 | 1 | 3 | 5 | 27 | -0.45 | 0.7 | 1.2 | 6 | -1
CC1(C)CC(=O)N(CC(=O)NC2CCCC2)c2ccccc2S1(=O)=O | 0.5 | 7 | 47 | 15 | . | 0.8 | 0.9 | -1 | 2
O=C(CSc1nnnn1C1CCCCC1)NCCc1ccccc1 | 0.9 | 8 | 9 | 15 | 0.76 | 0.9 | 1.1 | -3 | -4
CC(=O)Nc1ccc(-c2cc(NC(C)=O)n(-c3ccccc3)n2)cc1 | 0.7 | 1 | 29 | 19 | -0.55 | 0.8 | 1.2 | 5 | 2
Fc1ccc(CSc2nc3ncc(Br)cc3[nH]2)cc1 | 0.5 | -13 | 55* | 21 | 0.29 | 0.8 | 1.5 | 6 | 22
CCOC(=O)/C(N=Nc1c(Br)cc(Br)cc1Br)=C(\C)O | 0.8 | -4 | 18 | 22 | -0.65 | 0.8 | 1 | -1 | 12
CCn1c(=O)cc(OCC(=O)NCCCN2CCC(C)CC2)c2ccccc21 | 0.9 | 0 | 13 | -1 | 1.1 | 1 | 1.4 | 0 | -7
CCOc1ccccc1CNC(=O)CCN1C(=O)COc2ccccc21 | 0.3 | 6 | 75* | -86 | 0.6 | 1.9 | 1.2 | 9 | 3
Cc1nnsc1NC(=O)OCC(C)(C)C | 1 | -1 | 2 | -19 | 0.44 | 1.2 | 0.9 | 2 | 0

Next part.
SMILES | CYP2C19 act | Ecoli WT expand | CYP2C19 inh | CYP2C9 inhib | Pyk2 oligo antag | CYP2C9 activ | PLAP activator | EphB4 ephrin blk | PostGolgi yeast
COc1cccc(N2CCN(C3C4CC5CC(C4)CC3C5)CC2)c1 (stereo not drawn) | 0.8 | -8 | 23 | 2 | 1.6 | 1 | 0.7 | -1 | 2
Cc1oc(-c2ccccc2F)nc1CN1CCC(C(=O)NCc2ccco2)CC1 | 1 | 1 | -2 | -12 | -0.06 | 1.1 | 1.3 | -3 | 6
C=CCN(CC(=O)NCC1CCCO1)C(=O)CCC(=O)Nc1cc(C)on1 (stereo not drawn) | 1 | -2 | 3 | 8 | 0.85 | 0.9 | 1.2 | 6 | 7
CCOC(=O)N1CCN(C(=O)C(c2ccccc2)c2ccccc2)CC1 | 0.6 | -4 | 40 | 49 | 0.37 | 0.5 | 1.6 | -3 | 6
CC(=O)N1C(C(=O)O)CSC1c1cccc(C)c1 (stereo not drawn) | 1 | -8 | 5 | 6 | 4.7 | 0.9 | 1 | 0 | 0
CCCCNC(=S)NNC(=O)c1sccc1C | 0.1 | 2 | 88* | 12 | 0.07 | 0.9 | 1.5 | -3 | 8
CCOC(=O)c1c(NC(=O)C2CCN(S(=O)(=O)c3cccs3)CC2)sc(C)c1C | 0.6 | -9 | 39 | 35 | -0.74 | 0.7 | 0.8 | 0 | 8
Cc1ccc(C(=O)n2nc(-c3ccco3)nc2N)cc1 | 1 | 0 | 1 | 6 | 0.73 | 0.9 | 1 | 5 | -5
CCOP(=O)(c1ccc(N(C)C)cc1)C(O)c1ccccc1 (stereo not drawn) | 0.7 | -3 | 34 | 4 | 2.5 | 1 | 1.1 | -1 | 0
CC(C)(C)NC(=O)CSc1nncn1NCc1cccc2ccccc12 | 0.6 | 2 | 38 | 27 | 0.44 | 0.7 | 1.1 | -4 | 3
CCc1ccc2[nH]c(=O)c(CN(CCN(CC)CC)C(=O)Nc3ccccc3OC)cc2c1 | 0.9 | -12 | 8 | 8 | 0.89 | 0.9 | 1.6 | -3 | -2
CC(=O)c1cccc(NC(=O)Nc2cc3sccc3n2C)c1 | 1.1 | -6 | -6 | 33 | . | 0.7 | 1.4 | . | -10
O=C1CCC(=O)N1c1ccc(CSc2nnnn2C2CCCCC2)cc1 | 0.7 | 8 | 33 | 40 | 0.61 | 0.6 | 1.8 | -6 | -23
